# Texas Red fluor: Texas Red region autofluorescence | Compound fluorescence, Texas Red channel, 547/618 nm; hits give high values | max dye-equivalent concentration, M | actives 0.06% (n = 59,000) | AID 587; in the data active = max dye-equivalent concentration above about 10 nM; inconclusive = between about 1.1 nM and that limit
#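 qHTS profiling of intrinsic compound fluorescence; 100 mM Tris pH 8.0; 15 min RT; ex 547 / em 618 nm; response expressed as Texas Red dye-equivalent concentration from six-point plate standard.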
# Luciferase inh: inhibitors of firefly luciferase. P08659. purified firefly luciferase, luminescence, 8 min. Potency, µM (titrated, usually from 57.1 µM), inactives show at the top dose activity change, negative = inhibition, usual class: inhibitors. actives 2.2% (n = 72,000); also: potency is read from the fitted curve at half-maximal effect; % is scaled to controls: 0 for no effect and ±100 for the full control effect; nearly all actives have a fitted effect of over 40% in size
# Target sequence (P08659 whole entry, looked up): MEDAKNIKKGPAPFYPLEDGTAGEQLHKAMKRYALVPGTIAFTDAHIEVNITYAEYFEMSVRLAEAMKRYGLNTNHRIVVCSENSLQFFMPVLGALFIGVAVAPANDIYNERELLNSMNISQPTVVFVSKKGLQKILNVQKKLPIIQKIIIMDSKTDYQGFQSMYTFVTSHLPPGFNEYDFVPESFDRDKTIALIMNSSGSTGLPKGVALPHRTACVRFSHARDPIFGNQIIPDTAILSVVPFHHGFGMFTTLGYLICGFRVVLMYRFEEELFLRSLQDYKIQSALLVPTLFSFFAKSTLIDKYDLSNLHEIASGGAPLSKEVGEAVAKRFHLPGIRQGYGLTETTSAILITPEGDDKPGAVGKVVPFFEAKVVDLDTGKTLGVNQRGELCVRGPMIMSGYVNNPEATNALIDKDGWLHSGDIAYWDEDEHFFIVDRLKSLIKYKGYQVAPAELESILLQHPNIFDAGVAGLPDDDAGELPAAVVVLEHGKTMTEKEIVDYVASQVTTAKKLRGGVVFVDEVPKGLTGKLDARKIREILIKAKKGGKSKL
#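 Compounds were tested as concentration series (qHTS) against purified P. pyralis luciferase with luciferin and 10 uM ATP in 50 mM imidazole pH 7.2, 50 mM KCl, 7 mM MgCl2, 0.01% Tween 20, 0.05% BSA. Luminescence was read after 8 min at ambient temperature.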
# HADH2 inh: blocks human hydroxyacyl-CoA dehydrogenase type II; Q99714; Potency, µM (titrated, usually from 57.1 µM), inactives show at the top dose activity change, negative = inhibition, usual class: inhibitors; recombinant HADH2, NADH fluorescence, beta-hydroxybutyryl-CoA; actives 3.4% (n = 73,000); also: potency is read from the fitted curve at half-maximal effect; % is scaled to controls: 0 for no effect and ±100 for the full control effect; nearly all actives have a fitted effect of over 60% in size; many of its hits are not listed in these tables
# Target sequence (Q99714 whole entry, looked up, one chain of several): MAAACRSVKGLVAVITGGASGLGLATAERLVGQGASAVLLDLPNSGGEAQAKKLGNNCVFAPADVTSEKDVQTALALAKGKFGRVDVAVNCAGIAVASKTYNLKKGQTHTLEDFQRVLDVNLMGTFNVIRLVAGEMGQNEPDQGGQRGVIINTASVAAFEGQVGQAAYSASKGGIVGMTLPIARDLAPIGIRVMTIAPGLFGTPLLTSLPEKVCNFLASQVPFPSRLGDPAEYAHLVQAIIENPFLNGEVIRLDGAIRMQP
#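 His-tagged recombinant enzyme from E. coli, 20 nM, preincubated 15 min RT with compound; reaction started with 1 mM NAD+ and 90 uM beta-hydroxybutyryl-CoA in 100 mM Tris-HCl pH 9.0. NADH fluorescence (ex 360/em 450) read over 4 min; last-minus-first difference.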
# Tau fil binding: binds recombinant human tau filaments | P10636 | recombinant tau filaments, thioflavin S fluorescence, 15 h; filaments grown with octadecylsulfate alongside compound | Potency, µM (titrated, usually from 57.1 µM), without a hit: at the highest dose activity change, negative = inhibition | actives 2% (n = 71,000) | AID 596;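 also: potency is read from the fitted curve at half-maximal effect; % is scaled to controls: 0 for no effect and ±100 for the full control effect; actives lower thioflavin S fluorescence by blocking filaments or displacing dye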
#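 Assay mix: 1 uM His-tagged tau, 30 uM sodium octadecylsulfate, thioflavine S dye in HEPES/NaCl/DTT buffer. Compound is added prior to the inducer. Fluorescence after 15 h at 37 C.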
# HBB splicing: modulators of hemoglobin beta chain splicing | HBB splicing reporter cell assay, activation; EGFP reporter with mutant IVS2-654 intron; response scale: normalised to 500 nM splice-correcting PNA | Potency, µM (titrated, usually from 46.1 µM), for inactives: at the top dose activation, actives largely listed as activators | AID 925 | actives 0.06% (n = 65,000); also: potency is read from the fitted curve at half-maximal effect; 0% is about no effect
#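 HeLa cells stably expressing EGFP interrupted by mutant beta-globin intron 2 (IVS2-654), 500/well in 2% FCS. Treated with compound for 2 days at 37C. Splicing correction scored as total well GFP intensity (488 nm excitation, 500-520 nm emission); 500 nM antisense PNA served as control.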
# Rhodamine fluor: compound fluoresces in the rhodamine spectral region; Rhodamine-region fluorescence, 547/598 nm, Tris buffer; hits give high values; max dye-equivalent concentration, M; actives 0.05% (n = 59,000); AID 594; in the data active = max dye-equivalent concentration above about 11 nM; inconclusive = between about 1.1 nM and that limit
#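 Compound fluorescence in 100 mM Tris, pH 8.0, read after 15 min at room temperature with 547 nm excitation and 598 nm emission. Output is dye-equivalent concentration from an on-plate rhodamine standard series.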
# Hsp90 Hop PPI: changes Hsp90-Hop TPR2A binding signal, up or down; AlphaScreen TPR2A-His6 binding biotin-Hsp90 C-terminal peptide; Potency, µM (highest dose often 57 µM), for the others: at the highest dose activity change, negative = inhibition; actives 0.44% (n = 71,000); AID 595; active = well fitted curve in either direction with a large enough effect; inconclusive = small, poorly fitted or top-dose-only effect, or another doubt; also: potency is read from the fitted curve at half-maximal effect; % is scaled to controls: 0 for no effect and ±100 for the full control effect; many of its hits are not listed in these tables
# ERK AVP inh: blocks ERK signaling stimulated by vasopressin | HEK293-V1b, vasopressin-stimulated pERK AlphaScreen | Potency, µM (doses to about 57.5 µM), for the others: at the highest dose activity, negative = inhibition, hits mostly inhibitors | actives 0.99% (n = 72,000) | AID 995; also: potency is read from the fitted curve at half-maximal effect; % is scaled to controls: 0 for no effect and ±100 for the full control effect; nearly all actives have a fitted effect of over 55% in size
#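 qHTS, compounds titrated on V1b-expressing HEK293 cells. Preincubation 30 min at 37C, vasopressin 25 nM for 5 min, lysis 10 min, bead incubation 5 hr at room temperature.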
# Pol III holo inh: DNA polymerase III holoenzyme inhibition; Potency, µM (titrated, usually from 57.1 µM), for the others: top-dose activity change, negative = inhibition; reconstituted DNA polymerase III holoenzyme replication, biochemical; actives 0.25% (n = 71,000); also: potency is read from the fitted curve at half-maximal effect; % is scaled to controls: 0 for no effect and ±100 for the full control effect
#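 Reconstituted *E. coli* holoenzyme (0.35 nM Pol III, 1 nM beta, 154 nM SSB, 2 nM primase) was preincubated with compound for 15 min at RT. Synthesis on 1.4 nM ssM13Gori ran 35 min, then was stopped with PicoGreen/EDTA and read as dsDNA fluorescence.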
# CRE-bla Fsk: alters forskolin-stimulated CRE reporter signaling in CHO cells. Potency, µM (highest dose often 38.2 µM), without a hit: at the highest dose activity change, negative = inhibition, most hits filed as activators. actives 2.5% (n = 71,000). CHO CRE-bla reporter (cAMP response element driving beta-lactamase), forskolin EC10, beta-lactamase ratio; active = well fitted activation curve with a large enough effect in the signal ratio, with a control signal flat, not every such curve was filed as active; inconclusive = small, poorly fitted or top-dose-only effect, or effect the other way, or a change in a side signal; the % refers to the signal ratio; also: potency is read from the fitted curve at half-maximal effect; % of control where 0% means no effect
#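 Using CellSensor CRE-bla CHO cells in Opti-MEM with 0.5% dialyzed FBS, compounds were titrated with EC10 NKH 477 for 3 h at 37 °C. CCF4 ratio (460/530 nm) gave %Activity; AC50 derived.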
# 15-hLO inh: blocks human 15-lipoxygenase activity; purified 15hLO-1, xylenol orange hydroperoxide absorbance; actives 1.4% (n = 74,000); P16050; Potency, µM (doses to about 57.1 µM), inactives show at the top dose activity change, negative = inhibition, hits mostly inhibitors; also: potency is read from the fitted curve at half-maximal effect; % is scaled to controls: 0 for no effect and ±100 for the full control effect; nearly all actives have a fitted effect of over 55% in size
#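 40 nM 15hLO-1 + cpd, 15 min RT; start w/ 50 uM AA (final), 6 min RT; stop/detect w/ 200 uM XO + 300 uM Fe(II) in 50 mM H2SO4, 30 min; A573/A405. Buffer 25 mM Hepes pH 7.5, 0.01% Triton X-100. No-enzyme wells as negative control.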
# Active calls of the source: *; i = inactive; ? = inconclusive; . = not tested or not shown; [ ] = dose if it differs, or a comment. Unless noted, calls follow the shape of the dose curve; as a rule, active = well fitted curve in the direction sought with a large enough effect; inconclusive = small, poorly fitted or top-dose-only effect, or another doubt; inactive = no such curve, though single readings can be large; an effect the other way counts as inactive or inconclusive. An excerpt; count on the stated rates, not on these rows.
item	compound	15-hLO inh	ERK AVP inh	Luciferase inh	Hsp90 Hop PPI	Tau fil binding	CRE-bla Fsk	Texas Red fluor	HBB splicing	Rhodamine fluor	HADH2 inh	Pol III holo inh
1	CCCCCn1c(SCC2CCCO2)nc2cc(C(=O)N3CCC(C(N)=O)CC3)ccc2c1=O (stereo not given)	8%	?	0%	-3%	3%	?	i	2.6%[0.369 µM]	i	-9%	-6%
2	C[C@@H]1C[C@H]2[C@H]3C[C@@H](F)C4=CC(=O)C=C[C@]4(C)[C@@]3(Cl)[C@@H](O)C[C@@]2(C)[C@@H]1C(=O)COC(=O)C(C)(C)C	9%[25.6 µM]	17%[25.7 µM]	2%[25.5 µM]	2%[26 µM]	0%[25.6 µM]	0%[17.1 µM]	i	-1.2%[20.6 µM]	i	5%[25.6 µM]	-6%[25.6 µM]
3	Cn1cnnc1Sc1nc2c(c(=O)n(C)c(=O)n2C)n1Cc1ccccc1Cl	-5%	-18%	2%	1%	-8%	8%	?	.	i	-1%	-2%
4	CN(C)S(=O)(=O)N1CCC(C(=O)O)(c2ccccc2)CC1	-1%	3%	1%	4%	-4%	-7%	i	1.6%	i	2%	-6%
5	CCCCC1CCC(c2nc(-c3ccccn3)no2)CC1 (stereo not given)	-5%	31%[activator]	?	11%	23%	?	.	-0.5%[9.22 µM]	.	4%	-3%
6	O=C(NCCCN1CCN(C2CCCCC2)CC1)Nc1ccccc1C(F)(F)F	-21%	-2%	1%	1%	-8%	-5%	i	3.7%	i	10%	2%
7	CCN(CC)CCNC(=O)c1c(O)c2c([nH]c1=O)CCCC2	-5%	-3%	0%	1%	17%	?	i	-1.5%	i	8%	-2%
8	N#CC1=C(N)Oc2n[nH]c(-c3ccc(F)cc3)c2C1c1cccnc1 (stereo not given)	-10%	16µM*	2%	-6%	0%	5%	i	-1.0%	i	-28%	-4%
9	CCC1(C(=O)OC)NC(c2ccco2)C2C(=O)N(c3ccc(C)cc3)C(=O)C21 (stereo not given)	-4%	11%	1%	0%	7%	-5%	i	.	i	-2%	0%
10	CSc1nnc(-c2cc3ccccc3cc2O)n1C	-12%	-3%	-4%	?	-13%	-2%	i	.	i	32µM*	0%
11	Nn1c(CSc2nc3ccccc3o2)nnc1CSc1nc2ccccc2o1	-12%	14%	3%	-2%	1%	-10%	i	-1.3%	i	2%	-7%
12	O=S(=O)(c1cccc(-c2nnc(SCc3ccc(Cl)cc3)o2)c1)N1CCCCC1	-3%	53%[activator]	4%	4%	10%	?	i	-3.5%	i	13%	5%
13	CCS(=O)(=O)N1CCN(C(=O)c2cccs2)CC1	6%	-22%	2%	-4%	4%	-2%	.	-2.4%	.	4%	1%
14	COc1ccc2nc(NC(=O)C(NS(=O)(=O)c3cccs3)C(C)C)sc2c1 (stereo not given)	-11%	3%	2%	-3%	12%	?	i	-0.9%	i	13%	-3%
15	CCOC(=O)CSC1=C(C#N)C(c2ccc(F)cc2)C(C(C)=O)=C(C)N1 (stereo not given)	-9%	19%	0%	4%	12%	7%	i	0.0%	i	?	2%
16	COc1ccc(C(C(O)C(=O)c2c[nH]c3ccccc23)N2CCN(c3ccc(OC)cc3)CC2)cc1 (stereo not given)	-18%	7%	1%	-25%	13µM*	?	i	0.9%	i	5%	2%
17	COc1cc(C(=O)NCCC(=O)NCCN2CCCCCC2)cc(OC)c1OC	-9%	16%	3%	-1%	-4%	?	i	2.7%[1.84 µM]	i	1%	2%
18	COc1ccc(S(=O)(=O)N2CCN(C(=O)c3cccs3)CC2)cc1	3%	25%	1%	-2%	4%	1%	.	1.6%	.	4%	-5%
19	Cc1cc(C)n(C(=O)Cc2cn3ccsc3n2)n1	-15%	25%	2%	?	0%	1%	i	-2.5%	i	19%	1%
20	C=CCSC1=N/C(=C\c2ccsc2)C(=O)S1	-23%	4%	5%	?	?	4%	.	0.1%	.	-22%	-6%
21	COCCn1c(=O)[nH]c2cc(C(=O)NC3CCCCCC3)ccc2c1=O	6%	.	0%	-2%	-6%	6%	.	0.9%	.	20%	0%
22	NC1=NC2(CCCCC2)n2c(nc3ccccc32)N1	6%	-1%	0%	-4%	20%	-14%	i	0.0%	i	0%	-2%
23	CCC[C@@H]1C[C@@]1(CCC)C(NC(=O)c1ccco1)c1ccc(Cl)cc1 (stereo not given in full)	.	-3%	.	?	-7%	-1%	.	1.8%	.	-10%	-4%
24	N[C@@H](Cc1cccc([N+](=O)[O-])c1)C(=O)O	1%[11.4 µM]	4%[11.5 µM]	1%[11.4 µM]	-3%[11 µM]	-12%[11.4 µM]	2%[7.6 µM]	i	1.4%[9.22 µM]	i	5%[11.4 µM]	7%[11.4 µM]

# Nos. 23–24 from above:
item	compound	15-hLO inh	ERK AVP inh	Luciferase inh	Hsp90 Hop PPI	Tau fil binding	CRE-bla Fsk	Texas Red fluor	HBB splicing	Rhodamine fluor	HADH2 inh	Pol III holo inh
23	CCC[C@@H]1C[C@@]1(CCC)C(NC(=O)c1ccco1)c1ccc(Cl)cc1 (stereo not given in full)	.	-3%	.	?	-7%	-1%	.	1.8%	.	-10%	-4%
24	N[C@@H](Cc1cccc([N+](=O)[O-])c1)C(=O)O	1%[11.4 µM]	4%[11.5 µM]	1%[11.4 µM]	-3%[11 µM]	-12%[11.4 µM]	2%[7.6 µM]	i	1.4%[9.22 µM]	i	5%[11.4 µM]	7%[11.4 µM]

# (cont.)
item	compound	15-hLO inh	ERK AVP inh	Luciferase inh	Hsp90 Hop PPI	Tau fil binding	CRE-bla Fsk	Texas Red fluor	HBB splicing	Rhodamine fluor	HADH2 inh	Pol III holo inh
25	Cc1cc(Br)ccc1SCC(=O)OCC(=O)N1CCN(C(=O)c2ccco2)CC1	-11%	13%	1%	-5%	-2%	2%	i	0.1%[57.5 µM]	i	?	-3%
26	Cc1oc(/N=C/c2ccc(Cl)cc2)c(C#N)c1C	-3%	-8%	-2%	-1%	?	-6%	.	-1.3%	.	-18%	10%
27	COCCCN1C(=O)C(=O)/C(=C(/O)c2ccc(OC)cc2C)C1c1cccnc1 (stereo not given)	6%	-12%	1%	3%	4%	-3%	?	2.6%[57.5 µM]	i	-28%	-2%
28	COc1cccc(C(=O)Nc2ccc3nc(N4CCOCC4)cc(C)c3c2)c1	-7%	?	-6%	0%	330%	?	.	-1.9%	.	-9%	2%
29	CN(CC(=O)NCCN1CCCCCC1)S(=O)(=O)c1cccc2nsnc12	-9%	0%	1%	-2%	-24%	-15%	i	-0.7%	i	0%	-1%
30	O=C(CSc1nnnn1C1CCCC1)Nc1ccc2c(c1)OCO2	1%	8%	2%	2%	4%	-1%	i	-3.6%	i	-9%	2%
31	COc1cccc(NC(=O)CN2CCN(c3ccccc3F)CC2)c1	2%	25%	3%	-4%	-5%	4%	?	1.1%[0.369 µM]	i	-7%	-6%
32	CS(=O)(=O)N1CCc2cc(S(=O)(=O)Nc3ccc4oc5c(c4c3)CCCC5)ccc21	-16%	?	1%	-5%	59%	10%	i	1.1%	i	4%	3%
33	CC(=O)C1=C(C)NC(SCC(N)=O)=C(C#N)C1c1cccnc1 (stereo not given)	?	-10%	1%	-7%	2%	9%	.	0.5%	.	?	0%
34	COc1ccc(CC(=O)Nc2c3c(nn2-c2ccccc2C)CS(=O)C3)cc1 (stereo not given)	-1%	9%	1%	-3%	-1%	-3%	i	1.1%	i	-4%	4%
35	CCOC(=O)c1oc2nc3c(cc2c1N)COC(C)(C)C3	0%	4%	-27%	-2%	3%	?	i	-0.2%[57.5 µM]	i	-17%	1%
36	COC(=O)c1cc(NC2c3ccccc3C(=O)N2CCN2CCOCC2)cc(C(=O)OC)c1 (stereo not given)	-5%	-9%	-1%	0%	5%	9%	.	5.0%	.	-22%	1%

# 3 compounds from above, ordered by the value under Pol III holo inh, largest number first.
nr	compound	Pol III holo inh
10	CSc1nnc(-c2cc3ccccc3cc2O)n1C	0%
14	COc1ccc2nc(NC(=O)C(NS(=O)(=O)c3cccs3)C(C)C)sc2c1 (stereo not given)	-3%
11	Nn1c(CSc2nc3ccccc3o2)nnc1CSc1nc2ccccc2o1	-7%
